Source: PubChem
Kir21 inh = inhibitors of mouse Kir2.1 inward-rectifier potassium channel; P35561; HEK293-Kir2.1, FluxOR thallium flux fluorescence; stronger effect = lower value; B-score at 10 µM; hit rate 0.85% among 310,000;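 active = fluorescence ratio B-score at or below minus 3 SD of library scores, with starting-brightness B-score within 2 SD, cut at about -4.2 in these data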;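 note: channel flux triggered by added potassium and thallium sulfate stimulus; B-score of peak minus minimum fluorescence over baseline after thallium stimulus; more negative B-score means stronger Kir2.1 block with less thallium influx; some compounds called inactive have numbers as strong as hits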
Target sequence (P35561 whole entry, looked up): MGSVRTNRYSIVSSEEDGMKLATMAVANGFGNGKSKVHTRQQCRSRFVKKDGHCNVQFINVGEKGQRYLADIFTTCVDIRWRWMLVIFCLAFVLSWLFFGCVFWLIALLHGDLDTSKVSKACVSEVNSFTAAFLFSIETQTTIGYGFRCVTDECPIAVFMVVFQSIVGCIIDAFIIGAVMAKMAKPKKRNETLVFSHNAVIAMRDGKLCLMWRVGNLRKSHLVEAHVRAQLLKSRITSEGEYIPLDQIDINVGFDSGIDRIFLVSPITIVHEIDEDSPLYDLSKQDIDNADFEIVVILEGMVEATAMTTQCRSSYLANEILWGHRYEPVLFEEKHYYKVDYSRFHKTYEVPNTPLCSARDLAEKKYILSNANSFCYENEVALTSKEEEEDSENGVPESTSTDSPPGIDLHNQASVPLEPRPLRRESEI
CHT block = inhibits the human high affinity choline transporter. Q9GZV3. CHT-expressing cells, membrane potential dye, choline response; stronger effect = lower value. B-score at 10 µM. hit rate 0.86% among 310,000. AID 488975;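 active = B-score over 3 SD under the library average, and starting fluorescence ratio not unusually high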;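 note: choline stimulus applied at its EC90 after an EC20 pre-addition; B-score computed on integrated fluorescence ratio after choline addition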
Target sequence (Q9GZV3 whole entry, looked up): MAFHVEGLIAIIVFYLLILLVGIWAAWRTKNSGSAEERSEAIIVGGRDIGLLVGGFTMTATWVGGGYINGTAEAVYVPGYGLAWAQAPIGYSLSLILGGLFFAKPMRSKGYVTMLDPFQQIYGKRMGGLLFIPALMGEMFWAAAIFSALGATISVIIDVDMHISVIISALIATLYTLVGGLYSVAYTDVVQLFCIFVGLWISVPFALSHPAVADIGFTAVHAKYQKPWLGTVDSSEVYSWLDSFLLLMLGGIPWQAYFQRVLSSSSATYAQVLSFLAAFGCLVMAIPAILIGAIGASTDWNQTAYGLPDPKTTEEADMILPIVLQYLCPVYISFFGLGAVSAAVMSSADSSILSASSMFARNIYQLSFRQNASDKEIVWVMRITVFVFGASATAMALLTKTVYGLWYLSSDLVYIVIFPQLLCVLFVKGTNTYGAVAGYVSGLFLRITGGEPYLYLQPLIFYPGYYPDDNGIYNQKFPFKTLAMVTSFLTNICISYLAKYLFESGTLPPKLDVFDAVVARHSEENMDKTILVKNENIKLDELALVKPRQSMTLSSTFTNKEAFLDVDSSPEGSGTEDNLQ
Active calls of the source: *; i = inactive; . = no result given. The order is random. Share with any hit: about 1.6%.

Each structure is followed by: Kir21 inh	CHT block
O=Cc1nc(-c2ccccc2Cl)n2ccccc12
 : 0.42	i
O=C(CCNC(=O)c1ccccc1Cl)NCc1cccnc1
 : 0.24	i
CC(C)Cn1nc(NC(=O)C2CCCO2)c2cc3ccccc3nc21 (stereo not given)
 : 1.2	i
COc1cccc(NC(=S)N2CCCC2c2ccc(OC)c(OC)c2)c1 (stereo not given)
 : 0.02	i
O=C(O)C1=C[C@@H](c2ccc(Br)cc2)C[C@@H](OCc2ccc(CO)cc2)O1
 : 0.62	i
COC(=O)Nc1ccc(S(=O)(=O)N2CCCCC2C(=O)O)cc1 (stereo not given)
 : -1.6	i
C#CCOn1c(-n2nc(C)cc2C)nc2ccccc2c1=O
 : -0.08	i
O=C(N/N=C/c1ccco1)c1cccc(NC(=O)c2ccccc2Cl)c1
 : -1.2	i
Cc1ccc(C(=O)N2CCCC(CCC(=O)N3CCN(c4ccccn4)CC3)C2)s1 (stereo not given)
 : 1.3	i
COc1ccc(CNC(=O)C2=C(C)C(=O)OC23CCC(C)CC3)cc1 (stereo not given)
 : -0.66	i
Fc1ccc(NC(=S)NCCc2ccc(Cl)cc2)cc1
 : -4.4*	i
CC1(C)Cc2c(C#N)c(N3CCN(C(=O)c4ccco4)CC3)nc(Cc3ccccc3)c2CO1
 : 2.5	i
CCCOc1cccc(C(=O)N(Cc2ccco2)C2CCS(=O)(=O)C2)c1 (stereo not given)
 : 0.42	i
CCOc1cc(C(=O)Nc2cccc3ncccc23)cc(OCC)c1OCC
 : -0.88	i
CC(OC(=O)c1cnccn1)C(=O)c1ccccc1 (stereo not given)
 : -0.23	i
O=C1NC(=O)C2(CCC(C(=O)O)C2)N1 (stereo not given)
 : 0.8	i
O=C(CSc1nc2scc(-c3ccccc3)c2c(=O)[nH]1)Nc1ccccc1
 : 3	i
CC1CCCN(S(=O)(=O)c2ccc(NC(=O)Cn3nnc(-c4ccccc4F)n3)cc2)C1 (stereo not given)
 : -1.7	i
CC(C)(C)n1nc2c(c1NC(=O)c1ccc(S(=O)(=O)N3CCCCC3)cc1)CS(=O)C2 (stereo not given)
 : .	i
COc1ccc(CC(=O)NCCc2ccc(S(N)(=O)=O)cc2)cc1
 : -0.49	i
CCc1cccc(NC(=O)C2CCCN(c3ncnc4c3nc3n4CCCCC3)C2)c1 (stereo not given)
 : -0.16	i
CC(C)(C)NS(=O)(=O)c1ccc(N2C(=O)c3ccccc3C2=O)cc1
 : 0.46	-7.5*
Cc1ccc(CNC(=S)Nc2cc(C)ccc2OC(F)F)cc1
 : -1	i
O=C(c1cccc(S(=O)(=O)Nc2ccc(Br)cc2)c1)N1CCC1
 : 0.79	i
O=C(COC(=O)C1CCCN1C(=O)C12CC3CC(CC(C3)C1)C2)c1ccc(Br)cc1 (stereo not given)
 : 1.1	i
Cc1cccc(NC(=O)c2nc[nH]c2C(=O)N[C@@H](C)C(=O)OCc2ccccc2)c1
 : -0.63	i
Fc1ccc(OCCCCCCN2CCCC2)cc1
 : -1.4	i
COc1ccc(C(=O)CSc2nnc(CNC(=O)c3ccc(S(=O)(=O)N(C)C)cc3)o2)cc1
 : -0.28	i
O=C(c1ccco1)N1CCN(Cc2nc3cc(Cl)ccc3c(=O)[nH]2)CC1
 : 0.13	i
C#CCOCCOCCOCCNc1nc(N2CCOCC2)nc(N2CCN(C(=O)CCCCCCCCCCNC(=O)[C@@H](CCC(=O)O)n3cc(CCCCCN)nn3)CC2)n1
 : .	i
O=C(Nc1ccc(Oc2cccnc2)nc1)c1ccc(C(F)(F)F)cc1
 : 0.88	i
COc1ccc(NC(=O)Nc2ccc(F)cc2F)cc1
 : -0.02	i
O=C(O)c1ccc(-c2ccccc2)[nH]1
 : 0.11	i
Cc1ccc2cc(C#N)c(SCC(=O)Nc3ccc4sc(C)nc4c3)nc2c1
 : 0.21	.
N/C(=N\OC(=O)Nc1ccc(Cl)cc1)c1ncc(C(F)(F)F)cc1Cl
 : -0.92	i
CC(=O)NCCNS(=O)(=O)c1ccc(C)c([N+](=O)[O-])c1
 : 0.33	i
O=C(C[n+]1cccc(NC(=O)c2ccccc2)c1)c1ccccc1
 : -0.54	i
O=C(Oc1ccc(N(Cc2cccs2)C2=NS(=O)(=O)c3ccccc32)cc1)c1ccccc1
 : -0.94	i
CC(=O)N1CCN(C(=S)NC(=O)c2ccc(S(=O)(=O)N3CCOCC3)cc2)CC1
 : 2	i
Cc1ccc2c(c1)[C@@H]1CN(C)CC[C@@H]1N2S(=O)(=O)c1ccc(F)cc1
 : -0.05	i
Cc1ccc(S(=O)(=O)Oc2ccccc2/C=N/N=C(N)N)cc1
 : -11*	i
S=c1nc(C2COc3ccccc3O2)[nH][nH]1 (stereo not given)
 : 0.25	i
CCc1nnc(NC(=O)CSc2nc(-c3ccc(OC)cc3)ns2)s1
 : 0.17	i
COCCN1CC(C(=O)NCc2ncccc2C)CCC1=O (stereo not given)
 : -0.15	i
O=C(Nc1ccc(F)cc1)c1nc[nH]c1C(=O)Nc1ccc([N+](=O)[O-])cc1
 : 0.4	i
COc1cc(OC)cc(C(=O)N[C@H](C(=O)Nc2nc3ccc(S(C)(=O)=O)cc3s2)C(C)C)c1
 : 0.71	i
CSCC(CO)NS(=O)(=O)c1ccc(C)cc1 (stereo not given)
 : -0.95	i
N#Cc1nc(-c2ccc(OCc3ccccc3)cc2)oc1NCCN1CCOCC1
 : -0.45	i
COc1ccc(NC(=O)Nc2c(C)noc2-c2ccccc2)cc1
 : 1.1	i
CC(OC(=O)c1cccs1)C(=O)NCc1ccc2c(c1)OCO2 (stereo not given)
 : 0.67	i
COc1ccc(C(C)=O)cc1COC(=O)c1c(C)nn(-c2ccccc2)c1C
 : 0.19	i
O=S(=O)(Nc1ncnc2scc(-c3ccc(F)cc3)c12)c1cc(F)ccc1F
 : -0.03	i
Cc1ccc(NC(=O)CN2C(=O)S/C(=C\c3cc(C)n(-c4ccc(C(=O)O)cc4)c3C)C2=O)cc1
 : 0.75	i
CCOC(=O)c1ccc2c(c1)n(CC)c(/C=C/N(C)c1ccccc1)[n+]2CC
 : 0.62	i
CC(C)c1ccc2oc(-c3cc(N)ccc3O)nc2c1
 : 1.3	i
Cc1nc2c(n1O)CCC/C2=N\O
 : 0.57	i
COc1ccc(OC)c(/C=C/C(=O)NC2=NCCS2)c1
 : 2.8	i
CN(C)C(CNC(=O)c1cccc(OC(F)F)c1)c1ccco1 (stereo not given)
 : 0.15	i
COc1cc2ccccc2cc1C(=O)N/N=C/c1cccnc1
 : 0.45	i
CCOCCCNC(=O)C1(O)c2cc(Br)ccc2NC(=O)N1c1ccc(C)c(C)c1 (stereo not given)
 : 0	i

Ordered by count of non-hydrogen atoms (smallest number first): some entries from above.
Each structure is followed by: Kir21 inh	CHT block
S=c1nc(C2COc3ccccc3O2)[nH][nH]1 (stereo not given)
 : 0.25	i
Cc1ccc(S(=O)(=O)Oc2ccccc2/C=N/N=C(N)N)cc1
 : -11*	i
O=S(=O)(Nc1ncnc2scc(-c3ccc(F)cc3)c12)c1cc(F)ccc1F
 : -0.03	i

Continuation.
Each structure is followed by: Kir21 inh	CHT block
COc1ccc(CCNC(=O)CCC(=O)N2CCOc3ccc(C)cc32)cc1OC
 : -0.51	i
Cc1ccc(S(=O)(=O)N2CCOCC2)cc1NC(=O)COC(=O)CNC(=O)c1ccc(Cl)cc1Cl
 : -0.22	i
Cc1cc(C)n2nc(N)c(N=Nc3cccc(Cl)c3)c2n1
 : 0.04	i
Cc1cc(C)nc(NC(=NCCc2c[nH]c3ccccc23)NC(=O)Nc2ccccc2)n1
 : 0.03	i
O=C(C1=C(O)C(=O)N(Cc2ccccc2)C1c1ccncc1)c1ccco1 (stereo not given)
 : 2.6	i
COc1cccc(N2C(=NC(=O)c3ccccc3)SC3CS(=O)(=O)CC32)c1 (stereo not given)
 : 0.04	i
COc1ccccc1CN1CC(C(=O)N2CCC(OC)CC2)CCC1=O (stereo not given)
 : 1.9	i
O=C(NCC1CCCO1)c1cccnc1NCc1ccc(F)cc1 (stereo not given)
 : 1.3	i
CC1CCC/C(=N\NC(=O)Nc2ccccc2)C1 (stereo not given)
 : -0.71	i
CC(=O)N1CCC2(CC1)C/C(=N\NC(=S)Nc1ccccc1F)c1cc(O)ccc1O2
 : -1.7	i
COc1ccc(CN2CCC(CO)(CCOc3ccccc3)CC2)c(OC)c1C
 : -2.4	i
C#CCOC(=O)Nc1cnccc1C(F)(F)F
 : 1.6	i
CCC(=O)OC1(C#CCOc2ccc(OC)cc2)CCN(C)CC1
 : -0.23	i
CCOc1ccc(N(CC)C(=O)CCS(=O)(=O)c2cccc3nonc23)cc1
 : -1.7	i
CCCCNC(=O)CSc1nc(O)c(Cc2ccc(OC)cc2)c(=O)[nH]1
 : -0.8	i
COc1ccc2oc(-c3ccccc3)c(C(N)=O)c2c1
 : 0.49	i
CCC(=O)Nc1cccc(-c2cc3ccccc3oc2=O)c1
 : -0.6	i
CCOC(=O)c1c(C)[nH]c(C(=O)COC(=O)/C=C/c2cccc(OC)c2OC)c1C
 : 1.1	i
CC(=O)CCn1cc([N+](=O)[O-])nc1C
 : -0.01	i
COc1cc(C(=O)NCc2nnc(SCC(=O)Nc3cc(C)cc(C)c3)o2)cc(OC)c1OC
 : 1.3	i

Arranged by value in Kir21 inh (high to low): 3 from the list above.
Each structure is followed by: Kir21 inh	CHT block
CC(C)c1ccc2oc(-c3cc(N)ccc3O)nc2c1
 : 1.3	i
O=Cc1nc(-c2ccccc2Cl)n2ccccc12
 : 0.42	i
S=c1nc(C2COc3ccccc3O2)[nH][nH]1 (stereo not given)
 : 0.25	i

(list continues)
Each structure is followed by: Kir21 inh	CHT block
COc1cccc(C(=O)Nc2cccc(C(=O)NCC(C)C)c2)c1
 : 1	i
COc1ccc(CN2CCN(c3ccccn3)CC2)cc1OCc1ccccc1
 : -2.2	i
Cn1ncc(C#N)c1NC(=O)c1nn2cccnc2c1Cl
 : -0.45	i
COc1ccccc1OCC(=O)Nc1ccc(S(=O)(=O)NC(C)=O)cc1
 : -1.1	i
CN(C)CCCN(C(=O)c1ccc(S(=O)(=O)N(C)C)cc1)c1nc2ccc(F)cc2s1
 : -2.5	i
O=C1OCC=C1NNC(=O)c1cccnc1
 : -0.06	i
Cc1ccc(S(=O)(=O)n2ccc3cccnc32)cc1
 : 0.95	i
CC(C)(C)NC(=O)C(c1c[nH]c2ccccc12)N(C(=O)Cn1nnc(-c2ccc(Cl)cc2)n1)c1ccccc1F (stereo not given)
 : 0.67	i
COc1ccc(/C(O)=C2/C(=O)C(=O)N(c3ncccn3)C2c2ccc(C(C)(C)C)cc2)cc1 (stereo not given)
 : 0.05	i
Cc1ccc(N2CCN(C(=O)c3nn(C)c4c3CS(=O)(=O)c3ccccc3-4)CC2)c(C)c1
 : 0.99	i
CCC(=O)Nc1ccc(S(=O)(=O)Nc2cc(C)on2)cc1
 : 0.6	i
COCCCNC(=O)c1c[nH]c2ccc(S(=O)(=O)N3CCC4(CC3)OCCO4)cc2c1=O
 : -0.05	i
CCOc1ccccc1NC(=O)N1CCCC1C(=O)Nc1nnc(CC)s1 (stereo not given)
 : -0.31	i
O=C(CN1CCN(C(=O)c2c(F)cccc2F)CC1)Nc1ccccc1F
 : .	i
O=C(CSc1nn(-c2ccc(F)cc2)c(=S)s1)NC(=O)NCc1ccco1
 : -1.2	i
O=C(O)CCC(=O)Nc1ccc(SSc2ccc(NC(=O)CCC(=O)O)cc2)cc1
 : -1.5	i
Cc1ccc(C2=NC3(CCCCCC3)NC2=S)cc1
 : -2.6	i
CCOC(=O)C1(CC2CC2)CCN(Cc2cnc(-c3ccc(OC)cc3)nc2)CC1
 : -1.2	i
C/C(=N\NC(=O)CSCc1ccc([N+](=O)[O-])cc1)c1cccc(Br)c1
 : -2.1	i
CCN(c1cccc(C)c1)c1ncnc2nc[nH]c12
 : -0.05	i
c1coc(CSCc2cn3cccnc3n2)c1
 : 2.2	i
CCSc1nc(O)c(C2OC(=O)c3c2ccc(OC)c3OC)c(=O)n1CC (stereo not given)
 : 2	i
CCS(=O)(=O)N1CCCC(C(=O)NC2CCCCC2C)C1 (stereo not given)
 : -2.1	i
O=C(O)Cc1c(C(=O)O)nnn1-c1ccc(Cl)cc1Cl
 : 1.2	i
COc1ccc(CN(C(=O)c2cc(=O)c3cc(C)cc(C)c3o2)C2CCS(=O)(=O)C2)cc1 (stereo not given)
 : 0.22	i
COc1ccc(CN(CC(=O)NCc2ccccc2)C(=O)CCC(=O)Nc2cc(C)ccn2)cc1
 : 0.27	i
CCOC(=O)C1(Cc2ccc(Cl)cc2)CCN(C(=O)c2cnc(C)cn2)CC1
 : 1.8	i
CCC(C)(C(=O)NC1CCCC1)N(C(=O)CC1NC(=O)NC1=O)c1ccc(C)cc1 (stereo not given)
 : 0.92	i
Cn1c(SCC(=O)Nc2nncs2)nnc1C1CC1
 : -1.9	i
N#CC1=C(N)Oc2n[nH]c(-c3cccs3)c2C1C1C=CCCC1 (stereo not given)
 : 0.24	i
C/C(=N\NC(=O)CNc1cccc(C(F)(F)F)c1)c1cccc(Br)c1
 : 0.08	i
Cc1ccc(N=C2CCCCCN2C)c(C#N)c1
 : 0.46	i
Cc1ccc(NC(=O)COC(=O)C2CSC3(C)CCC(=O)N23)cc1S(=O)(=O)N1CCOCC1 (stereo not given)
 : 1.1	-7.3*
CCCCCC(O)CCC(=O)NNC1=CC(=O)CC(C)(C)C1 (stereo not given)
 : -0.46	i
